SMN2 splice up: enhancers of SMN2 splice variant expression; 2.8% of 210,000 active; AID 1458; Potency, µM (doses to about 46.1 µM), without a hit: top-dose activity change, positive = activation, actives largely listed as activators; HEK293 SMN2-luciferase splicing reporter, luminescence, 30-36 h; note: % of control where 0% means no effect; nearly all actives have a fitted effect of over 55% in size
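HEK293 cells carry an SMN2 […]–luciferase reporter in which exon 7 inclusion puts luciferase in frame. Cells were plated 10-12 h before compound addition, then incubated 30-36 h at 37C. ONE-Glo luminescence was read; sodium butyrate at 4.5 mM final served as control.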
GAA glycogen mod: GAA glycogen-cleavage inhibition or activation; recombinant GAA, glycogen substrate, Amplex Red glucose oxidase fluorescence; Potency, µM (doses to about 76.4 µM), for the others: top-dose activity change, negative = inhibition, actives largely listed as inhibitors; 0.38% of 300,000 active; P10253; AID 2100;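 note: 0% = full enzyme reaction and -100% = no-enzyme basal signal; the screen sought inhibitors and activators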
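Natural-substrate format: glycogen cleavage by 4 nM human enzyme, glucose read by Amplex Red coupling (Ex 573, Em 610 nm). Normalized to enzyme and no-enzyme controls.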
JMJD2E inh: inhibitors of human JMJD2E histone demethylase; B2RXH2; JMJD2E catalytic domain, FDH-coupled NADH fluorescence (FDH is formaldehyde dehydrogenase); Potency, µM (series often up to 57.1 µM), inactives show top-dose activity change, negative = inhibition, hits mostly inhibitors; 1.6% of 230,000 active; active = well fitted inhibition curve with a large enough effect, not every such curve was filed as active; inconclusive = small, poorly fitted or top-dose-only effect, or another doubt; inactive = no such curve, though single readings can be large or run the other way;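 note: 0% = wells with enzyme and -100% = buffer wells without enzyme; nearly all actives have a fitted effect of over 50% in size; many of its hits are not listed in these tables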
Target sequence (B2RXH2 1-337 limits assumed): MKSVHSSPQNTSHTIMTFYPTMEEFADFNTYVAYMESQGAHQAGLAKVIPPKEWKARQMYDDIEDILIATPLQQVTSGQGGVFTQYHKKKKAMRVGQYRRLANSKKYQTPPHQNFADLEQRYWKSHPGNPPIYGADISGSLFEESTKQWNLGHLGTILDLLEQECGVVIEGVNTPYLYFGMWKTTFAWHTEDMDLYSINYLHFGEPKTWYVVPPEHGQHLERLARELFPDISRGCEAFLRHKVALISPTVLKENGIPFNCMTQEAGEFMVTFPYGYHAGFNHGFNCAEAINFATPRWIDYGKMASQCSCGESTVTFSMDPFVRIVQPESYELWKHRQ
ALDH1A1 inh: inhibitors of human aldehyde dehydrogenase 1A1 | AID 1030 | Potency, µM (highest dose often 75.3 µM), without a hit: at the highest dose activity, negative = inhibition, usual class: inhibitors | Purified ALDH1A1, NADH fluorescence, propionaldehyde substrate | P00352 | 7.3% of 220,000 active; active = well fitted inhibition curve with a large enough effect, not every such curve was filed as active; inconclusive = small, poorly fitted or top-dose-only effect, or another doubt; inactive = no such curve, though single readings can be large or run the other way;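 note: plate controls were no enzyme wells and a reference inhibitor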
RGS12 GoLoco inh: inhibitors of human Gai1-RGS12 GoLoco interaction (red fluorophore) | 0.44% of 230,000 active | Potency, µM (doses to about 61.6 µM), without a hit: at the top dose activity, negative = inhibition, most hits filed as inhibitors | AID 880 | Gai1:RGS12 GoLoco peptide FP, rhodamine, 10 min | P63096; active = well fitted inhibition curve with a large enough effect, not every such curve was filed as active; inactive = no such curve, though single readings can be large or run the other way; note: % is set by controls: 0 for no effect and ±100 for the full control effect; nearly all actives have a fitted effect of over 30% in size; many of its hits are not listed in these tables
GAA spleen mod: inhibitors or activators of human alpha-glucosidase in spleen homogenate. 0.006% of 240,000 active. P10253. human spleen homogenate, 4-MU-alpha-glucoside fluorescence. AID 2112. Potency, µM (doses to about 79.9 µM), inactives show top-dose activity change, negative = inhibition, usual class: inhibitors;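 note: 0% = enzyme with vehicle and -100% = no enzyme basal signal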
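Human spleen homogenate (1 ug) with 4-methylumbelliferyl-alpha-D-glucopyranoside (1 mM final) in 50 mM citrate/phosphate pH 5.0, 0.01% Tween-20; 40 min at 37 C. Stopped at pH 10; 4-MU fluorescence Ex 365/Em 440 nm; AC50 by Hill fit.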
aGal spleen mod: inhibits or activates alpha-galactosidase in human spleen homogenate; human spleen homogenate, 4MU-alpha-Gal fluorescence, 40 min; 0.008% of 240,000 active; AID 2107; Potency, µM (top dose mostly 80 µM), without a hit: top-dose activity change, negative = inhibition, actives largely listed as inhibitors;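 note: 0% = enzyme with vehicle and -100% = no enzyme basal signal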
Target sequence (P06280 32-429 limits assumed): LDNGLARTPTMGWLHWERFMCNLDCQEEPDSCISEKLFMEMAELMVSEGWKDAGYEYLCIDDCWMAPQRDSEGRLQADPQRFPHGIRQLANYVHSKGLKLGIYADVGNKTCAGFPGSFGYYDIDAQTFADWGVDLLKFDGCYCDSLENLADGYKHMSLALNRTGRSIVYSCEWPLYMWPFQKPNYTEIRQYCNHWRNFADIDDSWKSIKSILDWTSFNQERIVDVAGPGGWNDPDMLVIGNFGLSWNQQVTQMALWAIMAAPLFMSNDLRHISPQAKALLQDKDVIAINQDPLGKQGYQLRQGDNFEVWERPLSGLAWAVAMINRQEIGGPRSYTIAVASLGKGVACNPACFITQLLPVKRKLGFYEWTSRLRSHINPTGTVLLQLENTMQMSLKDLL
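Human spleen homogenate (1 ug) as enzyme source, 4-methylumbelliferyl-alpha-D-galactopyranoside 1 mM final, citrate/phosphate pH 5.0 with 0.01% Tween-20. Compounds 40 min at 37C, NaOH/glycine stop; fluorescence Ex 365/Em 440, Hill-fit AC50.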
GAA inh: inhibitors of human lysosomal alpha-glucosidase; P10253; 0.005% of 200,000 active; Potency, µM (doses to about 76.9 µM), for the others: at the top dose activity change, negative = inhibition, hits mostly inhibitors; purified human GAA, 4-MU-alpha-glucoside fluorescence;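 note: plate controls were uninhibited enzyme wells for no effect and no-enzyme background for full effect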
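Compounds are titrated up to 77 uM against 4 nM human enzyme. Substrate 4-methylumbelliferyl-alpha-D-pyranoside (400 uM) reacts 20 min at room temperature in pH 5.0 buffer; liberated 4-methylumbelliferone is read at 440 nm.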
Numbers without * were called inactive; ? = inconclusive; . = not tested or not shown; & = joins results of further samples; [ ] = remark or other dose. Unless noted, calls come from the whole dose curve; as a rule, active = well fitted curve in the direction sought with a large enough effect; inconclusive = small, poorly fitted or top-dose-only effect, or another doubt; inactive = no such curve, though single readings can be large; an effect the other way counts as inactive or inconclusive. Potency is the fitted concentration of half-maximal effect. A portion of the library; rates above refer to the full screens.

The line under a structure holds: SMN2 splice up	GAA glycogen mod	JMJD2E inh	ALDH1A1 inh	RGS12 GoLoco inh	GAA spleen mod	aGal spleen mod	GAA inh
1: c1csc(CNc2ncncc2-c2ccoc2)c1
  .	.	.	?	25%	8%	5%	.
2: CCOc1ccc(-c2cc(C(=O)NN3CCN(C)CC3)c3cc(Cl)ccc3n2)cc1
  -3%	-4%	?	?	2%	3%	3%	-2%
3: CCc1cccc(N=c2c([N+](=O)[O-])nn(-c3ccc(Cl)cc3)n2O)c1
  -22%	0%	6%	-5%	-3%	1%	-3%	-16%
4: CC(/C=C/c1cccc([N+](=O)[O-])c1)=N\NC(=O)c1ccncc1
  -41%[inhibitor]	-12%	-6%	-5%	7%	-5%	-5%	-6%
5: O=C(CCN1C(=O)c2ccccc2C1=O)N(CCO)Cc1ccccc1
  -1%	3%	9%	?	15%	6%	8%	3%
6: CC1SCC(=O)N(CC(=O)NC2CCCCC2)C1=O (stereo unspecified)
  -1%	3%	0%	17%	2%	.	1%	-3%
7: O=C(CCN1C(=O)COc2ccccc21)NCCCN1CCN(c2ccc(F)cc2)CC1
  -12%	-9%	-4%	9%	-3%	-6%	-13%	7%
8: COc1ccc(C(=O)Nc2ccc(OCc3ccccc3)cc2)cc1[N+](=O)[O-]
  0%	9%	0%	3%	-3%	-10%	8%	2%
9: COc1ccc(N2C(=O)S[C@@H]3CS(=O)(=O)C[C@@H]32)cc1
  -3%	-5%	-1%	13%	7%	-2%	-6%	1%
10: Cc1ccccc1OCCCC(=O)Nc1ccc(Br)cc1
  11%	0%	-2%	-2%	-4%	-1%	5%	-16%
11: CCOc1cc(N2CCOCC2)c(OCC)cc1NC(=O)c1ccc(S(=O)(=O)N(C)C)cc1
  .	-11%	7%	.	2%	3%	-4%	.
12: COC(=O)C(CC(C(=O)OC)C(=O)OC)C(=O)OC
  -5%	5%	-5%	5%	-6%	1%	4%	7%
13: CN(c1ccccc1C(=O)Nc1ccc(S(=O)(=O)N2CCCCC2)cc1)S(C)(=O)=O
  16%	-5%	-1%	-4%	-29%	1%	9%	-6%
14: COC(=O)[C@@H]1C[C@@H]2CC[C@@H](O)C[C@@H]2N1Cc1ccc(C(F)(F)F)cc1
  -6%	-7%	-26%&-5%	5%	31%&73%[activator]	1%&-7%	-1%&-19%	.
15: N=c1n(CCO)c2ccccc2n1CCOc1ccc(Cl)cc1Cl
  -22%	-7%	8%	11%	4%	1%	0%	-2%[15.4 µM]
16: O=C(NCC(c1cccnc1)N1CCN(c2ccccc2)CC1)C1CCCCC1 (stereo unspecified)
  -35%[inhibitor]	0%	-2%	1%	13%	-3%	1%	5%
17: COC(=O)c1cc(/C=C/c2ccccc2)on1
  4%	4%	135%	12%	-9%	-6%	-9%	-1%
18: CN1CCN(c2ccc(Cl)cc2NC(=O)/C=C/c2cccc(F)c2)CC1
  -37%	9%	-5%	-1%	4%	-5%	-14%	?
19: C=CCOc1ccc(C=Nc2ccc(C)c(Cl)c2)c(O)c1
  4%[1.84 µM]	7%	1%	-9%	0%	-5%	-3%	-9%
20: CN(C)CCCN=c1cc(-c2ccccc2)oc2ccc(Cl)cc12
  -19%	2%	27%	-1%	4%	-5%	-13%	-10%
21: COCCCN(CC(=O)O)S(=O)(=O)c1ccccc1
  1%	6%	-1%	6%	-12%	1%	-3%	2%
22: COc1ccccc1N1CCN(Cc2cn[nH]c2-c2ccc(F)cc2)CC1
  .	0%	6%	-1%	3%	1%	4%	-10%[15.4 µM]
23: CC(=O)C(C)Oc1ccc2c3c(c(=O)oc2c1)CCCCC3 (stereo unspecified)
  ?	2%	?	?	0%	-8%	0%	-9%
24: COc1cccc(C(NC(=O)c2ccccc2F)NC(=O)c2ccccc2F)c1
  .	-10%	-2%	?	.	13%	10%	-14%
25: COCCCNC(=O)CCc1ccccc1
  -11%	-16%	?	14%	1%	9%	-5%	8%
26: Cc1cccc(C(=O)OCC(=O)Nc2nccs2)c1
  -8%	11%	2%	8%	3%	-13%	4%	1%
27: O=C(COc1ccc(Cl)cc1)NCCc1ccccn1
  0%	-4%	-4%	3%	4%	-13%	-25%	-6%
28: CNC(=O)[C@H]1O[C@@H](n2cnc3c(NCc4cccc(I)c4)ncnc32)[C@H](O)[C@H]1O
  26%	.	-5%	4%	-4%	8%	-4%	.
29: Cc1nn(C)cc1C(=O)Nc1c(C)nn(Cc2ccccc2Cl)c1C
  ?	6%	7%	5%	-3%	0%	-3%	-6%
30: COc1cccc(NC(=S)NCc2ccncc2)c1
  -12%	-6%	7%	-8%	6%	-4%	1%	8%
31: COc1ccc(N(C(=O)c2cc3ccccc3oc2=O)C2C=CS(=O)(=O)C2)c(OC)c1 (stereo unspecified)
  -7%	-2%	2%	6%	10%	.	-1%	-2%
32: Cc1ccc(/C(N)=N/OC(=O)CCC2CCCCC2)cc1
  16%	1%	-2%	-5%	12%	9%	9%	-7%
33: O=C(CNc1cccc2ccccc12)N/N=C/c1ccc([N+](=O)[O-])cc1
  -17%	-6%	5%	22%	-1%	-11%	-2%	0%
34: Cc1ccc(S(=O)(=O)c2c(C(=O)c3ccccc3)cnc3cc4c(cc23)OCCO4)cc1
  .	-5%	0%	?	.	-5%	7%	?
35: COc1ccc(CN2CCC(C(=O)N3CCN(c4ccccc4F)CC3)CC2)cc1OC
  -26%	3%	?	?	-2%	7%	2%	-6%
36: CCn1ccnc1CNC(=O)CC1C(=O)NCCN1CC(c1ccccc1)c1ccccc1 (stereo unspecified)
  .	14%	-22%	-7%	-12%	-2%	4%	3%
37: CC(C)(C)C1CCC2(CC1)C(Nc1cccc(C(F)(F)F)c1)=NC(=S)N2CC#N (stereo unspecified)
  -15%	5%	9%	4%	-2%	-10%	10%	-1%
38: COc1cc(/C=N/Nc2ncnc3sc4c(c23)CCC4)ccc1O
  8%	-22%	-14%	-8%	2%	-8%	6%	1%
39: Cc1ccc(C2(c3noc(CN4CCC(C(=O)N5CCOCC5)CC4)n3)CCCC2)cc1
  .	-4%	3%	2%	9%	11%	-2%	-6%
40: COc1ccc(/C=C2\CCC(C3CCCC3)C2=O)cc1Cn1nc(C)cc1C (stereo unspecified)
  -26%	6%	10%	?	42%[activator]	-5%	-11%	6%
41: COC(=O)c1cn(NC(=O)c2cccnc2)c(=O)c2ccccc12
  12%	2%	-10%	3%	4%	4%	3%	-1%
42: O=C1CNC(=S)N1CCc1ccccc1Cl
  .	-5%	10%	.	11%	-4%	-1%	.
43: Cc1ccc(-c2csc(NC(=O)c3ccc4c(=O)n5c(nc4c3)CCCCC5)n2)cc1
  .	-3%	-2%	16%	.	-10%	1%	0%
44: CCC(C)NCC(O)COCc1ccc(Cl)cc1 (stereo unspecified)
  -3%	0%	6%	0%	4%	1%	7%	-1%
45: Cc1nn(C)cc1/C=C(/C#N)C(N)=O
  16%	8%	5%	0%	7%	-3%	2%	-3%
46: CC1CCN(C(=O)Cn2cc(C(=O)c3ccco3)c3ccccc32)CC1
  -5%	10%	0%	-12%	-18%	-11%	-18%	-6%
47: NS(=O)(=O)c1ccc(NCC2COc3ccccc3O2)c([N+](=O)[O-])c1 (stereo unspecified)
  11%	-14%	-4%	0%	6%	-16%	-6%	-9%
48: O=c1nc(-c2ccccc2)cc(C(F)(F)F)[nH]1
  -6%	2%	?	?	4%	1%	3%	2%
49: Cc1cccc(N(CC(=O)NC(C)(C)C)C(=O)CS(=O)CC(=O)Nc2ccc(F)cc2)c1 (stereo unspecified)
  1%	-7%	-11%	0%	5%	4%	-3%	-5%
50: CN1CCN(C(=O)/C=C/c2ccc([N+](=O)[O-])o2)CC1
  .	4%	?	.	0%	2%	1%	.
51: COc1ccc(CNc2ccnc(-c3ccc4c(c3)OCO4)n2)c(OC)c1
  .	.	.	-14%	8%	9%	4%	.
52: O=S(=O)(c1ccccc1)c1nc(-c2ccccc2)oc1N1CCOCC1
  .	7%	-9%	3.5µM*	2%	2%	5%	?
53: S=C1NC2CCCCC2N1 (stereo unspecified)
  -1%	-6%	-2%	16%	1%	-8%	-1%	10%
54: N#C/C(=C\c1c[nH]c2ccccc12)c1nnc2n1CCCCC2
  16%	15%	2%	-14%	7%	-6%	-3%	-7%
55: COc1cccc(NC(=S)Nc2ccc(Br)cc2Cl)c1
  .	-1%	10%	.	-3%	-6%	-7%	.
56: O=C(NCc1ccccn1)c1n[nH]c2ccccc12
  6%	0%	?	-2%	-6%	2%	-1%	-11%
57: COc1ccc(C(=O)Cn2nnc(-c3ccccc3NC(=O)C3CCCCC3)n2)cc1
  4%	1%	5%	0.28µM*	-4%	-2%	10%	-19%
58: Cc1ccc(C)c(N(CC(=O)NC2CCCC2)C(=O)c2oc(C(C)(C)C)cc2C)c1
  27%	-8%	3%	1%	9%	-8%	-1%	-5%
59: O=C(CCNC(=O)c1ccccc1)N/N=C/c1ccc([N+](=O)[O-])cc1
  7%	2%	1%	-2%	-3%	0%	6%	-3%
60: O=C(O)CC(C(=O)O)n1nc(-c2ccccc2)cc1-c1ccccc1 (stereo unspecified)
  26%	-6%	5%	-1%	-1%	-1%	-8%	-3%
61: COc1cccc(Cn2c(=O)c(-c3cccs3)nc3cnc(N(C)C)nc32)c1
  .	.	.	?	0%	-13%	-9%	.
62: N#Cc1c(NC(=S)NC(=O)Cc2cccs2)sc2c1CCCCC2
  -4%	?	-3%	4µM*	12%	3%	2%	-13%
63: COc1cccc(C(=O)NNC(=O)Cc2csc(N)n2)c1
  ?	-17%	2%	10%	0%	-3%	-3%	-6%
